PV pol inh: inhibitors of poliovirus RNA polymerase binding and polymerization; % elongation, % (compound at 16.7 µg/mL); poliovirus polymerase elongation, fluorescence polarization; active compounds read low; 150,000 tested, 0.66% active; P03300; in the data active = % elongation below about 90%; note: some results filed as inactive read as strong as hits
Target sequence (P03300 1749-2209 limits assumed): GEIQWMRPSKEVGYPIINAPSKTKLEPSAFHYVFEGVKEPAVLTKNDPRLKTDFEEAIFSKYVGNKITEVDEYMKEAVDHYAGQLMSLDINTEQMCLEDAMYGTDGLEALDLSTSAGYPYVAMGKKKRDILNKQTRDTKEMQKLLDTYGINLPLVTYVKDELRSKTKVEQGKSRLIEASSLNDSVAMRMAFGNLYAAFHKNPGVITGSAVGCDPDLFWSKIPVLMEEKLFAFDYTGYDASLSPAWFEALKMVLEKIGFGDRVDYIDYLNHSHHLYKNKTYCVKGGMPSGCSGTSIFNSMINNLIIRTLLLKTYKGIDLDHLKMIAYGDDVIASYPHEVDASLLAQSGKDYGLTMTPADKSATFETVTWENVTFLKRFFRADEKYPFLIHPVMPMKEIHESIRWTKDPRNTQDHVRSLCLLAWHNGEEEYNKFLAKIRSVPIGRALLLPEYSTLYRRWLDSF
PV pol inh FP z-score: second read-out of PV pol inh, no call of its own (marks repeat the call); z-score; measured here: FP z-score; hits read low
The depositor's hits bear a star; & = joins results of further samples. A portion of the library, so the mix of outcomes need not match the whole.

SMILES	PV pol inh	PV pol inh FP z-score
CCC(=O)Nc1ccccc1-c1nc2ccccc2n(CC(=O)c2ccc(C)cc2)c1=O	104.0	-0.4
Cc1cccc(NC(=O)CSc2sc3c(=O)[nH]c(=O)[nH]c3c2C#N)c1	103.0	0.4
O=C(C1COc2ccccc2O1)N(Cc1cccnc1)c1nc2c(Cl)cccc2s1 (stereo unspecified)	108.0	0.3
CCCSc1ncc(CO)n1Cc1ccccc1	100.0	-0.1
Cc1csc2nc(SCC(=O)NCc3ccccc3)[nH]c(=O)c12	101.0	-0.5
O=C1c2ccccc2C(=O)N1Cc1nc2ccc(Br)cn2c1NC1CCCCC1	100.0	-0.9
O=C(O)c1ccc2c3ccc(C(=O)O)c4c(C(=O)O)cc5c(c6c(cc(C(=O)O)c1c26)S5(=O)=O)c43	43.0	-6.3
O=C(CCCN1C(=O)c2ccccc2C1=O)NC1CCCC1	106.0	0.2
CC1(C)CC(=O)c2cc(C#N)c(=O)n(-c3ccc(Cl)cc3)c2C1	100.0	-1.5
COC(=O)c1sccc1NN1C(=O)c2ccccc2C1=O	105.0	0.2
CCOC(=O)c1ccc(NC(=O)c2ncn(-c3ccccc3)n2)cc1	109.0	1.1
CSc1ccc(/C=C(\C#N)C(=O)C(C)(C)C)cc1	101.0	-0.2
O=C(O)C12CC3CC(C1)CC(n1ncc(NCCc4ccccc4)c(Cl)c1=O)(C3)C2	102.0	-0.2
CCN1CCCC1CNC(=O)C1c2ccccc2C(=O)N(C)C1c1ccc(OC)cc1 (stereo unspecified)	100.0	0.1
CCN(CC)c1nc(-c2ccc(C(C)(C)C)cc2)nc2ccccc12	104.0	0
CC(=O)Nc1ccc(S(=O)(=O)NCC2CCC(C(=O)NCc3ccccc3)CC2)cc1 (stereo unspecified)	102.0	-0.6
O=C(CSc1nc(C2CC2)n(-c2ccccc2)n1)Nc1cc2[nH]c(=O)[nH]c2cc1Br	103.0	0
COc1cc2cccc(OC)c(=O)c2c(O)c1OC	100.0	-0.2
COC(=O)c1c(OC)ccc(NC=C(C#N)C#N)c1OC	101.0	-0.1
COc1ccc(CNC(=O)CN(c2ccccc2OC)S(=O)(=O)c2ccc(C)cc2)cc1	96.0	-1
COc1ccccc1N(CC(=O)NC1CC2CCC1C2)S(=O)(=O)c1ccc(C)cc1 (stereo unspecified)	99.0	-0.5
Cc1c(Cl)cccc1NC(=O)c1cnc2sc(N3CCOCC3)nn2c1=O	108.0	0.2
CN(C)c1ccc2sc(=S)[nH]c2c1	101.0	-0.2
COc1ccc(OC)c(S(=O)(=O)N2CCC(n3c(C)nc4cccnc43)CC2)c1	110.0	0.7
N#CCOc1nc(C(F)(F)F)nc2c1cnn2-c1ccccc1	72.0	-4.9
Cc1ccc2nc(C(=O)O)c(C(=O)O)nc2c1	99.0	-0.4
O=c1[nH]c(-c2ccc3c(c2)OCO3)nc2ccccc12	99.0	-0.9
O=C(c1nc(-c2ccc(Cl)cc2)n2c1CCCCC2)N1CCCCCC1	102.0	-0.1
COc1ccccc1/C=C/c1ccccc1OC	105.0	0.9
CCc1ccc(C=C2C(=O)OC(C)(C)OC2=O)o1	99.0	-1
Cc1nc2cc(Cl)ccc2n1CO	104.0	0.6
S=C1NC2=C(C(c3ccccc3)N1)N1CCC2CC1 (stereo unspecified)	102.0	0.3
CN(CC(=O)NC1CCCCCC1)c1nnc(N2CCCC2=O)s1	101.0	-0.2
Cc1noc(Cn2c(=O)c3ccccc3n(CC(=O)Nc3ccc(C(C)C)cc3)c2=O)n1	107.0	-0.3
Cc1cc(C)n(CCc2nc3c4ccccc4nc(SCc4ccc(Cl)cc4)n3n2)n1	111.0	1.1
COC(CNS(=O)(=O)c1ccc2c(c1)c(=O)n(C)c(=O)n2C)OC	101.0	0
O=C1C=C(NCCc2ccccc2)CC(c2ccco2)C1 (stereo unspecified)	103.0	0.4
CCOC(=O)C1C(=O)C=C(c2ccco2)CC1c1ccc(C)cc1 (stereo unspecified)	104.0	0.5
COc1ccc(C(=O)OCC(=O)NC2(C#N)CCCC2)cc1F	100.0	-0.3
COc1ccc(OC)c(NC(=O)c2nc(S(=O)(=O)Cc3ccc(F)cc3)ncc2Cl)c1	107.0	0.1
Cc1ccc2[nH]c(=O)c3cc(C(=O)N4CCc5ccccc54)sc3c2c1	102.0	0.3
CC(Sc1nc(-c2ccccc2)cc(C(F)(F)F)n1)C(=O)NCCCn1ccnc1 (stereo unspecified)	100.0	-0.3
CC(C)(C)c1ccc(-c2nnc(-c3ccccc3NC(=O)c3ccc(F)cc3F)o2)cc1	106.0	0.4
Cn1c(=O)c(=O)n(C)c2cc(S(=O)(=O)CCC(=O)NC3CCCCCCC3)ccc21	103.0	0.2
O=C(OCc1ccc(Cl)cc1Cl)c1ccncc1	98.0	-0.9
CC(C)NC(=O)CN1C(=O)c2cccnc2Sc2ccccc21	103.0	-0.9
COc1ccc(/C=C/C(=O)Nc2nc(-c3cccs3)ns2)cc1	108.0	0.5
CCCCC/C=C\C/C=C\C/C=C\C/C=C\CCCC(=O)O[C@H](COCCCCCCCCCCCCCCCC)COP(=O)([O-])OCC[N+](C)(C)C	102.0&100.0	0.2&-0.1
O=C(CNC(=O)c1ccc(F)cc1)OCc1cc(=O)n2nc(C3CCCCC3)sc2n1	114.0	1.6
CC1CCCCN1S(=O)(=O)c1ccc(C(=O)O)cc1 (stereo unspecified)	105.0	0.1
Remaining list, next part:
SMILES	PV pol inh	PV pol inh FP z-score
Nc1nc(N)nc(CN2CCCC2c2nc3ccccc3s2)n1 (stereo unspecified)	101.0	-0.2
COc1ccc(-n2nc3c(c2NC(C)=O)CSC3)cc1	99.0	-0.6
O=S(=O)(c1ccccc1)N1CCN(S(=O)(=O)c2ccc(Cl)cc2)CC1	101.0	0.1
Nc1ccccc1C(=O)NCCc1ccccc1	100.0	-0.1
CC(CNC(=O)c1nnc(-c2ccc3c(c2)OCO3)o1)c1ccccc1 (stereo unspecified)	103.0	0.5
CCc1nnc(NC(=O)c2ccc(S(=O)(=O)N3CC(C)CC(C)C3)cc2)o1 (stereo unspecified)	101.0	-0.1
CCn1cc(S(=O)(=O)N2CCOCC2)cn1	101.0	-0.5
Cc1ccc(OCc2ccc(-c3nc(C#N)c(N4CCN(c5cccc(Cl)c5)CC4)o3)o2)cc1	102.0	-0.9
COc1ccc(/C=C/C(=O)N2CC(C)OC(C)C2)cc1OC (stereo unspecified)	100.0	-0.2
O=C1CCCc2cc(S(=O)(=O)N3CCCC(C(=O)NCCc4ccccc4)C3)ccc2N1 (stereo unspecified)	100.0	-0.5
CC(C)N1C(=O)C2(N=C(N)Nc3nc4ccccc4n32)c2ccccc21 (stereo unspecified)	106.0	0.3
CN(C)/C=C(\C#N)c1nc2ccccc2s1	118.0	4.1
CCOc1ccc(CCNC(=O)CSc2nnnn2-c2ccccc2)cc1OCC	105.0	0.2
CCc1ccc(NC(=O)CC2C(=O)N(c3cccc(C)c3)C(=O)N2Cc2cccc(OC)c2)cc1 (stereo unspecified)	99.0	-2
CCS(=O)(=O)c1nc2ccccc2n1CC(N)=O	101.0	0.5
CCN(Cc1ccccc1)C(=O)CCNS(=O)(=O)c1ccc2c(c1)CC(C)N2C(C)=O (stereo unspecified)	106.0	0
Cc1ccc(N(C)C(=O)c2cc(S(=O)(=O)N3CCCCC3)c[nH]2)cc1	103.0	0.5
COc1cccc(OC)c1C(=O)Nc1ccc(-c2nc3ncccc3o2)cc1	107.0	0.4
COc1ccc(-c2cn3c(n2)sc2cc(C(=O)Nc4ccc(C)c(Cl)c4)ccc23)cc1	110.0	0.8
COc1ccc(-n2nc3cc(C)c(NC(=O)c4ccc(-c5cccc(Cl)c5C)o4)cc3n2)cc1	101.0	-0.2
COc1ccc(C(=O)Nc2ccc3oc(-c4cc(Cl)ccc4Cl)nc3c2)cc1Br	112.0	0.9
C[N+]1(Cc2ccco2)Cc2ccccc2C1	99.0	-0.6
Cc1c2oc3c(c2cc2c4c(c(=O)oc12)CCCC4)CCCC3	101.0	-0.7
COC(=O)c1cc(=O)n(C)c(=Nc2ccc(F)cc2)s1	99.0	-0.5
CC(=O)Nc1ccc(NC(=O)C(C)OC(=O)C2CC(=O)N(CCc3ccccc3)C2)cc1 (stereo unspecified)	103.0	0.1
COc1ccc(S(=O)(=O)NCC(=O)N(C)Cc2cccc(F)c2)cc1	97.0	-1
O=C(NCCSc1c[nH]c2ccccc12)C1CC1	104.0	1.6
CCC(Sc1nc2sc(C(=O)OC)c(C)c2c(=O)n1N)C(=O)NC1CCCC1 (stereo unspecified)	102.0	0.3
O=C1S/C(=C/c2ccco2)C(=S)N1c1ccccc1	99.0	-1.2
Oc1ccc(Br)cc1C=NCC12CCC3CC(CC(C3)C1)C2	101.0	0
N#CCn1c(-c2ccc(Cl)cc2)noc1=O	100.0	-0.4
O=C(NCCCN1CCC(Cc2ccccc2)CC1)c1nnc(-c2cccc(Cl)c2)o1	102.0	0.2
Cc1ccc(NC(=O)CSc2nc3c(sc4ccccc43)c(=O)n2CC2CCCO2)cc1C (stereo unspecified)	103.0	0.2
CCc1ccc2oc(C(=O)Nc3ccccc3OC)cc(=O)c2c1	110.0	0.5
CCC(C(=O)NC1CCC(C)CC1)n1c2ccccc2c2cn[nH]c(=O)c21 (stereo unspecified)	101.0	-0.9
Cc1ccc(Cl)cc1NC(=O)CSC1=Nc2ccccc2C2=NC(Cc3ccccc3)C(=O)N12 (stereo unspecified)	108.0	0.4
CCOC(=O)c1oc2ccc3c(c2c1C)C(=O)CC1(CCC(C)CC1)O3 (stereo unspecified)	102.0	0.2
CC1CCCC(NC(=O)/C=C2\Sc3ccccc3NC2=O)C1C (stereo unspecified)	101.0	-0.5
CC(C)OCCCNc1ncnc2ccccc12	102.0	0
CCCCn1c(C(C)NC(=O)c2ccccc2)nc2ccccc21 (stereo unspecified)	104.0	-0.3

Already shown: entries from further up.
SMILES	PV pol inh	PV pol inh FP z-score
COC(=O)c1cc(=O)n(C)c(=Nc2ccc(F)cc2)s1	99.0	-0.5
CC(=O)Nc1ccc(NC(=O)C(C)OC(=O)C2CC(=O)N(CCc3ccccc3)C2)cc1 (stereo unspecified)	103.0	0.1
COc1ccc(S(=O)(=O)NCC(=O)N(C)Cc2cccc(F)c2)cc1	97.0	-1
O=C(NCCSc1c[nH]c2ccccc12)C1CC1	104.0	1.6
CCC(Sc1nc2sc(C(=O)OC)c(C)c2c(=O)n1N)C(=O)NC1CCCC1 (stereo unspecified)	102.0	0.3
O=C1S/C(=C/c2ccco2)C(=S)N1c1ccccc1	99.0	-1.2
Oc1ccc(Br)cc1C=NCC12CCC3CC(CC(C3)C1)C2	101.0	0
N#CCn1c(-c2ccc(Cl)cc2)noc1=O	100.0	-0.4
O=C(NCCCN1CCC(Cc2ccccc2)CC1)c1nnc(-c2cccc(Cl)c2)o1	102.0	0.2
Cc1ccc(NC(=O)CSc2nc3c(sc4ccccc43)c(=O)n2CC2CCCO2)cc1C (stereo unspecified)	103.0	0.2
CCc1ccc2oc(C(=O)Nc3ccccc3OC)cc(=O)c2c1	110.0	0.5
CCC(C(=O)NC1CCC(C)CC1)n1c2ccccc2c2cn[nH]c(=O)c21 (stereo unspecified)	101.0	-0.9
Cc1ccc(Cl)cc1NC(=O)CSC1=Nc2ccccc2C2=NC(Cc3ccccc3)C(=O)N12 (stereo unspecified)	108.0	0.4
CCOC(=O)c1oc2ccc3c(c2c1C)C(=O)CC1(CCC(C)CC1)O3 (stereo unspecified)	102.0	0.2
CC1CCCC(NC(=O)/C=C2\Sc3ccccc3NC2=O)C1C (stereo unspecified)	101.0	-0.5
CC(C)OCCCNc1ncnc2ccccc12	102.0	0
CCCCn1c(C(C)NC(=O)c2ccccc2)nc2ccccc21 (stereo unspecified)	104.0	-0.3

Next structures.
SMILES	PV pol inh	PV pol inh FP z-score
CCOC(=O)C1=C(CN2CCN(c3ccccc3)CC2)NC(=O)NC1c1ccc(C)cc1 (stereo unspecified)	105.0	-0.7
CN1/C(=C\P(=O)(C2CCCCC2)N2CCOCC2)C(C)(C)c2ccccc21 (stereo unspecified)	119.0	1.6
C=CCN1C(=NC(=O)C(CC)CC)SC2CS(=O)(=O)CC21 (stereo unspecified)	100.0	-0.2
CNc1ccccc1C(C)(C)c1cc(-c2ccco2)n[nH]1	102.0	0.3
O=C(Nc1cccc(Cl)c1Cl)c1cc(S(=O)(=O)N2CCC3(CC2)OCCO3)ccc1F	110.0	0.4
Cc1ccn2c(=O)c(C(=O)NC(C)c3ccccc3)c(O)nc2c1 (stereo unspecified)	110.0	1.6
COc1ccccc1CNC(=O)c1cc(C)c2c(C)nn(-c3ccccc3Cl)c2n1	102.0	-0.5
Cc1cc(C(=O)Cn2nnc(-c3cccc(F)c3)n2)c(C)n1C1CCS(=O)(=O)C1 (stereo unspecified)	103.0	0
Cc1ccc(Cn2c(CCCNC(=O)c3ccco3)nc3ccccc32)cc1	107.0	0.2
CCCn1c(Sc2nnnn2-c2ccccc2)nc2ccccc2c1=O	108.0	0.5
O=C(O)c1ccc(OCc2cn3ccccc3n2)cc1	99.0	-0.1
O=C(NCCO)c1c(Cl)cccc1Cl	102.0	0.6
CNc1nc(OCC#N)nc(N2CCCCC2)n1	101.0	-0.1
O=C(Nc1c2c(nn1-c1ccc(Cl)cc1)CSC2)c1ccc(C(=O)c2ccccc2)cc1	102.0	0.1
Cc1ccc2oc3c(c(=O)c2c1)C(c1cccc(O)c1)N(Cc1ccccc1Cl)C3=O (stereo unspecified)	103.0	-0.3
O=C(CCN1C(=O)NC2(CCCC2)C1=O)Nc1nc(-c2ccccc2)cs1	104.0	0.3
Cc1ccsc1CN(Cc1ccco1)C(=O)c1ccc(Cl)cc1	110.0	0.5
CN(C)CCOC(=O)c1ccc2[nH]c3c(c2c1)CSCC3	99.0	-0.6
Cc1ccc(/C=C(\C#N)C(=O)NC2CCCCCC2)o1	104.0	0.6
O=C1CCCN1c1ccc(S(=O)(=O)Nc2ccc(Cc3ccncc3)cc2)cc1	99.0	-0.9
CCc1ccc2occ(CC(=O)NCc3ccccc3)c2c1	113.0	-0.1
CC(C)(C)NC(=O)N1CCN(c2nc(-c3ccccc3)ns2)CC1	97.0	-1.2
CCOc1ccc(C(=O)N2CCCC2)cc1	104.0	0.1
O=c1c2ccccc2nc(-c2ccco2)n1-c1ccc(Cl)cc1	103.0	0.4
COc1ccc(-n2c(C)cc(C(=O)COC(=O)Cn3cnc4ccccc43)c2C)cc1	104.0	0.3
